MEKK2 WT-MEK5: modulators of MEK5 binding to wildtype MEKK2, primary screen, biochemical, multiplex bead flow cytometry, Alexa488-MEK5; Mitogen-activated protein kinase kinase kinase 2 (Homo sapiens), Q9Y2U5; Alexa488-MEK5 binding to MEKK2 WT; actives lie on both sides; binding response (% of control), % at 10 µM; 1.1% of 290,000 active; in the data active = binding response below about 67% or above about 130%
NALP1 inh: NALP1 inflammasome inhibitors in reconstituted yeast, colorimetric, S. cerevisiae, triplicate retest | S. cerevisiae NALP1/ASC/caspase-1 growth, X-gal OD620, 72 h | inhibition, % at 10 µM | 0.61% of 280,000 active; in the data active = inhibition mostly above about 24%, no sharp cut-off; inactive = mostly below about 32%; also: some compounds called inactive have numbers as strong as hits
MEKK2mut PB1 HTS: MEK5 binding signal on mutant MEKK2 PB1, primary screen, biochemical, multiplex bead flow cytometry, Alexa488-MEK5; percent response, % at 10 µM; 0.35% of 290,000 active; AID 1530, 2009; Alexa488-MEK5 binding to MEKK2 mutant; in the data active = percent response above about 24%, passing the limit was not always enough; also: inactives centre near 1; some results filed as inactive read as strong as hits; reference of the scale not given here
M18AAP inhibitor: PfM18AAP inhibitors, malaria aminopeptidase, primary screen, biochemical, QFRET, recombinant enzyme | M18 aspartyl aminopeptidase (Plasmodium falciparum 3D7) | H-Glu-NHMec fluorogenic cleavage | inhibition, % at 7.35 µM | 1.2% of 290,000 active;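 active = inhibition above the campaign mean inhibition over all tested compounds plus 3 SD, cut at about 28% in these data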;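 also: 0% = plate median of test compound wells and 100% = 2 mM ZnCl2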
MEKK3 PB1 HTS: modulators of MEKK3-MEK5 PB1 binding, primary screen, biochemical, wildtype MEKK3, multiplex bead flow cytometry, Alexa488-MEK5; Mitogen-activated protein kinase kinase kinase 3 (Homo sapiens), Q99759; bead-based flow cytometry, Alexa488-MEK5 binding to MEKK3; actives lie on both sides; 0 = blocked by unlabeled MEK5, 100 = vehicle; binding response (% of control), % at 10 µM; 1.4% of 290,000 active; AID 1529, 2009;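 active = binding response more than 3 SD above or below the average of its plate-row segment, actives on both sides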;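 also: Alexa488 bead fluorescence after subtracting the streptavidin-only scavenger bead signal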
IDE cell inh: human IDE inhibitors in live cells, primary screen, fluorescence polarization, HEK cells, FAbetaB substrate; 0.41% of 320,000 active; FAbetaB cleavage; inhibition, % at 5.59 µM; Insulin-degrading enzyme (Homo sapiens), P14735;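 active = percent inhibition above the average of all tested compounds plus 3 SD, set per screening campaign, cut at about 16% in these data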;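 also: IDE supplied by intact live HEK cells; FP after avidin binding of uncleaved biotin substrate so inhibition keeps polarization high; 0% = DMSO wells and 100% = 60 µM reference IDE inhibitor Ii1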
Target sequence (P14735 whole entry, looked up): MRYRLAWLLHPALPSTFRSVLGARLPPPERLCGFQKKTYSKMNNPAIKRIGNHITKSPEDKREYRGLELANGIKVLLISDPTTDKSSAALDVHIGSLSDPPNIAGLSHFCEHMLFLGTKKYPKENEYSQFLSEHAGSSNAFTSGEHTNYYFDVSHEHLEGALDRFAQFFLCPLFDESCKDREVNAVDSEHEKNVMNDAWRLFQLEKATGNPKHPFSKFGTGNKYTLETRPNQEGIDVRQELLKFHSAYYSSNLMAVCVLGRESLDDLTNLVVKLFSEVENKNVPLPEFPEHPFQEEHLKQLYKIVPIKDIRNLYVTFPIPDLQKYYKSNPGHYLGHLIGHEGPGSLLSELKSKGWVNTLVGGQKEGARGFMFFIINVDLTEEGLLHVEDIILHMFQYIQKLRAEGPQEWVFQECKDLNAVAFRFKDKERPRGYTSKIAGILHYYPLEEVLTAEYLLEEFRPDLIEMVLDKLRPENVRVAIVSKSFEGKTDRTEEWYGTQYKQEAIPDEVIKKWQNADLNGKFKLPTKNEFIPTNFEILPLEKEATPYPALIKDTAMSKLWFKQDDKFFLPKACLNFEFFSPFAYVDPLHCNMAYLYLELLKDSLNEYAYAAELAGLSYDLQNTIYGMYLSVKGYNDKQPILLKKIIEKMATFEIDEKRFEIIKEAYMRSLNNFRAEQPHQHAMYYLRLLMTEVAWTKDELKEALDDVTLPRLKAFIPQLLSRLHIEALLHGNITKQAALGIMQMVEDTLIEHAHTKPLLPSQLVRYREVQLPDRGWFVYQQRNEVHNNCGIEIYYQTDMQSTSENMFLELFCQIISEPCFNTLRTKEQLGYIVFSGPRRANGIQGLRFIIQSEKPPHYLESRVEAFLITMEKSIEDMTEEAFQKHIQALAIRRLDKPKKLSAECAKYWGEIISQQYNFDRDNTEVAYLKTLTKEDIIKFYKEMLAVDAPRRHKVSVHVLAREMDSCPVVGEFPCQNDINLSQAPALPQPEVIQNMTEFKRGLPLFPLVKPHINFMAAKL
p-CIP stab down: p/CIP-EGFP fusion destabilizers, primary screen, fluorescence, F442A cells. 0.01% of 290,000 active. decrease of EGFP signal, % at 10 µM. Q05BA5. 16 h;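 active = EGFP signal decrease of at least 30% at 10 µM or well 3 SD below plate mean, unless failing retest; inactive = the rest, including hits failing retest or dose response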; also: some compounds called inactive have numbers as strong as hits; many of its hits are not listed in these tables
IDE cell activ: human IDE activators in live cells, primary screen, fluorescence polarization, HEK cells, FAbeta-B substrate; FAbeta-B cleavage; 0% vehicle, 100% cell-free pure enzyme wells; activation, % at 5.96 µM; 0.073% of 340,000 active; AID 493087, 2011;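 active = activation above the mean of all tested compounds plus 3 SD, set per screening campaign, cut at about 17% in these data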
UBC9 SUMO inh: inhibitors of in vitro SUMOylation cascade, primary screen, biochemical, HTRF, uHTS. SUMO-conjugating enzyme UBC9 (Homo sapiens), P63279. HTRF SUMOylation assay, SAE1/SAE2 + UBC9. inhibition, % at 35 µM. 0.36% of 290,000 active. AID 2006, 2009; in the data active = inhibition above about 50%, passing the limit was not always enough; also: strong numbers were not always called active
* = called active by the depositor; / = no result given. Not all compounds are listed (hit frequency here may not be typical).

SMILES | MEKK2 WT-MEK5 | NALP1 inh | MEKK2mut PB1 HTS | M18AAP inhibitor | MEKK3 PB1 HTS | IDE cell inh | p-CIP stab down | IDE cell activ | UBC9 SUMO inh
Cc1nc(C(C)N(C)Cc2nc(Cc3ccccc3F)no2)c(C)s1 (stereo not given) | 84 | -10 | -21 | -5 | 83 | 2 | -7 | 4 | 16
Cc1cc(C)c2[nH]c(=O)c(CN(Cc3ccco3)C(=S)NCC3CCCO3)cc2c1 (stereo not given) | 107 | -19 | -1 | 1 | 109 | 5 | -10 | -5 | 16
CCN1CCN(CNC(=O)c2cnccn2)CC1 | 96 | 0 | -4 | 3 | 93 | 0 | 4 | 0 | -12
O=C1C(=O)N(CCO)C(c2ccc(Br)cc2)/C1=C(\O)c1ccccc1 (stereo not given) | 110 | -10 | 6 | 1 | 103 | -6 | -4 | 7 | -2
CC(C)(C)OC(=O)N1CC(O)CC1C(=O)OCC(=O)c1ccccc1 (stereo not given) | 97 | 19 | 1 | -3 | 99 | -9 | -2 | 2 | 3
COC(=O)c1[nH]c2cc(OC)ccc2c1NC(=O)CCN1CCN(Cc2ccc3c(c2)OCO3)CC1 | 110 | 18 | 0 | -9 | 98 | / | 3 | 1 | 15
CCn1nc(C)cc1C(=O)N1CCCC(Nc2ccc(F)c(F)c2)C1 (stereo not given) | 108 | 6 | 12 | 2 | 105 | 1 | 5 | 2 | 2
CCOc1cc(/C=N/NC(=O)c2cccnc2)ccc1OCC(=O)N(C)C | 92 | 10 | -2 | -4 | 94 | 6 | -1 | 6 | 10
CCOC(=O)CON1C(=O)C(C)(C)N(OCC(=O)OCC)C(=O)C1(C)C | 113 | -5 | 13 | -6 | 109 | -5 | -3 | -3 | 6
COc1ccc(CCNC(=O)Nc2ccc([N+](=O)[O-])cc2)cc1OC | 106 | 11 | 0 | 0 | 106 | 3 | -6 | -2 | 2
Cc1ccc2c(c1C)NC(=O)C21N2CCCC2C(C(=O)c2ccc3ccccc3c2)C12C(=O)Nc1ccccc12 (stereo not given) | 90 | / | -2 | 2 | 105 | / | -6 | 1 | 10
Cc1ccc(CC(=O)NCc2ccc(F)cc2)cc1 | 109 | 24 | 3 | 4 | 104 | -5 | -8 | 1 | 10
COc1ccc(S(=O)(=O)N/N=C/c2ccc(OCCN3CCOCC3)c(OC)c2)cc1 | 96 | 24 | 1 | -4 | 96 | -2 | -5 | -5 | -6
COCCN1C=C(C(=O)OC)C(c2ccccc2C(F)(F)F)C(C(=O)OC)=C1 | / | 6 | / | -1 | / | 3 | -4 | 3 | 0
CCOc1ccc(NS(=O)(=O)c2ccc3[nH]c(=O)c(=O)[nH]c3c2)cc1 | 75 | 13 | 1 | 6 | 83 | 2 | 19 | / | 19

One compound at a time, from the list above. Values in the order: MEKK2 WT-MEK5	NALP1 inh	MEKK2mut PB1 HTS	M18AAP inhibitor	MEKK3 PB1 HTS	IDE cell inh	p-CIP stab down	IDE cell activ	UBC9 SUMO inh
Results for COC(=O)c1[nH]c2cc(OC)ccc2c1NC(=O)CCN1CCN(Cc2ccc3c(c2)OCO3)CC1 = 110	18	0	-9	98	/	3	1	15
Results for CCOc1ccc(NS(=O)(=O)c2ccc3[nH]c(=O)c(=O)[nH]c3c2)cc1 = 75	13	1	6	83	2	19	/	19
Results for Cc1ccc2c(c1C)NC(=O)C21N2CCCC2C(C(=O)c2ccc3ccccc3c2)C12C(=O)Nc1ccccc12 (stereo not given) = 90	/	-2	2	105	/	-6	1	10

Next section
SMILES | MEKK2 WT-MEK5 | NALP1 inh | MEKK2mut PB1 HTS | M18AAP inhibitor | MEKK3 PB1 HTS | IDE cell inh | p-CIP stab down | IDE cell activ | UBC9 SUMO inh
Nc1c(C=C2C=CC(=O)C=C2)c(=O)nc2sc(CC(=O)N3CCOCC3)nn12 | 103 | 4 | -2 | -1 | 100 | 3 | 0 | 6 | -8
O=C(N/N=C/C=C/c1ccccc1)c1n[nH]c2c1CCC2 | / | 19 | / | -8 | / | -7 | -7 | 4 | 8
O=C(c1ccccc1F)N1CCCC(C(=O)N2CCN(c3ccccc3)CC2)C1 (stereo not given) | 108 | -13 | 12 | 4 | 110 | 6 | 3 | 4 | 5
Cc1ccc(NC(=O)CSc2nnc(Cc3ccccc3)o2)cc1 | 101 | 0 | 1 | 0 | 102 | 9 | -5 | 3 | 6
S=C(NCC1CCCO1)Nc1ccc(Cl)cc1Cl (stereo not given) | 98 | 32 | -1 | 0 | 105 | 0 | -13 | 3 | 8
Cc1cc([N+](=O)[O-])nn1CC(=O)Nc1nccs1 | 105 | 27 | -1 | 2 | 104 | 3 | -15 | 7 | 20
COCCOC(=O)N/C=C\c1nc2ccccc2c(=O)[nH]1 | 100 | 15 | 2 | 3 | 101 | 0 | -8 | 2 | -16
S=C(Nc1ccccc1)N1CCn2c(nc3ccccc32)C1 | 84 | -16 | 9 | -4 | 102 | 0 | 5 | -2 | -4
COc1ccc(N2C(=O)CC(NNc3ncc(Cl)cc3Cl)C2=O)cc1 (stereo not given) | 83 | -11 | -15 | 16 | 93 | 1 | 5 | -1 | 2
CCn1nnnc1SCC(=O)N1CCOCC1 | 106 | -1 | 2 | -10 | 102 | -2 | 4 | -5 | 7
CC(C)CC(=O)NC(NC(=S)Nc1cccc2cccnc12)C(Cl)(Cl)Cl (stereo not given) | 102 | 20 | 12 | 10 | 101 | 6 | 1 | 0 | -32
Clc1ccc2nc(CN3CCCc4ccccc43)cn2c1 | 97 | 13 | -1 | 2 | 93 | 5 | 2 | -3 | -17
O=c1cc(-c2ccccc2)[nH]c2cc(Cl)ccc12 | 103 | 19 | 1 | -3 | 101 | -3 | -12 | 2 | -9
O=C(NC1CCCCNC1=O)c1ccc(Cl)cc1 (stereo not given) | 103 | -6 | 4 | -2 | 98 | 7 | 0 | 0 | 0
COC(=O)c1cc(-c2ccc(Br)cc2)c2c(=O)n(C)c(=O)n(C)c2n1 | 107 | -2 | 5 | -5 | 108 | -1 | -6 | 4 | 6
CC(=O)NCCC(=O)Nc1cc(S(=O)(=O)Nc2ccc(Cl)cc2)ccc1N1CCCC1 | 105 | 9 | 4 | 23 | 101 | 2 | -4 | 3 | 2
COc1ccc2oc(C(=O)OCC(=O)/C(C#N)=C(\C)N)c(C)c2c1 | 105 | -4 | 0 | 0 | 100 | -11 | 0 | 4 | 4
CCCC1=NN(c2ccc([N+](=O)[O-])cc2)C(=O)/C1=C\N(C)C | 99 | 26 | 1 | 0 | 94 | 5 | -6 | 2 | 12
C#CCCOC(=O)Nc1ccccc1 | 98 | -1 | 6 | -2 | 96 | -4 | -6 | -1 | 29
CC(C)NC(=O)C1CCN(C2CCN(Cc3cn[nH]c3-c3ccccc3)CC2)CC1 | 109 | 16 | -1 | -9 | 100 | 1 | 6 | 3 | 12
Cn1cc(/C=N/NC(=O)c2cccc([N+](=O)[O-])c2)c2ccccc21 | 110 | 12 | 11 | 2 | 100 | 5 | 12 | -1 | -20
Cc1ccc(C)c(OCc2cc(C(=O)NC3CCOC(C)(C)C3)no2)c1 (stereo not given) | 100 | 18 | -1 | -6 | 99 | -2 | -1 | -7 | -3
O=C(N1CCOCC1)N1CCCC(c2nc(-c3cccs3)no2)C1 (stereo not given) | 91 | 18 | 2 | -5 | 89 | -3 | 6 | 0 | -1
Cc1cc(OC(=O)c2c(Cl)cccc2Cl)nc(C)n1 | 98 | 33 | 0 | -10 | 97 | -4 | 6 | 3 | 4
O=C(CN1CCN(C(c2ccccc2)c2ccccc2)CC1)NC(=O)NCc1ccco1 | 106 | 18 | 4 | 6 | 113 | 0 | -5 | -1 | -22
COc1cc(-c2nnc(SCC(=O)O)n2-c2ccccc2)cc(OC)c1OC | 107 | 9 | 3 | -8 | 105 | 0 | -7 | 1 | 18
Cc1c(C(=O)N2CCN(Cc3ccccc3)CC2)oc2c1C(=O)CCC2 | 104 | 20 | -2 | 0 | 102 | -4 | 5 | 2 | 4
Cc1nc2oc(C(=O)c3ccc(Br)cc3)c(N)c2c2c1COC(C)(C)C2 | 105 | 24 | 8 | 0 | 109 | -1 | 3 | 1 | 16
CCOC(CNC(=O)c1cccn2c(=O)c3cc(Cl)ccc3nc12)OCC | 103 | 23 | 2 | 10 | 106 | 3 | 1 | 1 | -6
Cc1cc(F)ccc1S(=O)(=O)Nc1ncnc2sccc12 | 91 | 3 | -8 | -16 | 96 | 9 | -4 | -2 | 17
O=C(O)c1cnn(-c2nc(-c3ccc(Cl)cc3)cs2)c1C(F)(F)F | 99 | 0 | 0 | -1 | 102 | 6 | -10 | 3 | 15
Nn1c(SCc2ccccc2F)nnc1-c1ccccn1 | 100 | 2 | -4 | 1 | 100 | 3 | -4 | / | 9
CCOc1ccc(CCNC(=O)CN2C(=O)CCSc3ccccc32)cc1 | 102 | 5 | 2 | 4 | 100 | -5 | 0 | 1 | -1
CCOC(=O)c1cc2c(ccn2C)n1CC(=O)N1C(C)CCCC1C (stereo not given) | 88 | 0 | -11 | 15 | 95 | 2 | -28 | 6 | 10
O=C(COC(=O)[C@H](Cc1ccccc1)NC(=O)c1ccco1)NCc1ccccc1 | 102 | -2 | 0 | 8 | 105 | -2 | -1 | 0 | 11
CCOC(=O)c1csc(NC(=O)CN2CCCCC2)n1 | 106 | 23 | 7 | -7 | 105 | 0 | 4 | -2 | -4
Cc1cc(C)c(NC(=O)C(C)(C)C)c(Cl)c1 | 103 | -1 | 2 | -4 | 102 | 1 | -1 | -3 | 8
COc1cccc(NC(=O)C2CCCN(S(=O)(=O)c3cccc4cccnc34)C2)c1 (stereo not given) | 104 | 25 | 3 | 0 | 108 | 3 | -3 | 5 | 19
S=c1[nH]nc(-c2ccncc2)n1Cc1ccco1 | 100 | -8 | 0 | 9 | 101 | -8 | -9 | 0 | 6
O=C(Cn1ccc2ccccc2c1=O)NCCC(=O)N1CCN(C2CCCCC2)CC1 | 98 | 1 | 1 | -15 | 100 | 4 | -9 | -7 | 12
CCOC(=O)N1CCN(C(=O)c2cc3ccccc3o2)CC1 | 106 | 9 | 1 | 1 | 103 | -2 | 8 | -1 | 10
Cc1nc(CNS(=O)(=O)c2cccnc2)cs1 | 106 | 16 | 6 | -2 | 106 | 2 | -7 | 0 | 10
Cc1ccc(C(=O)OCC(=O)N(C)c2ccccc2)c(C)c1 | 101 | -6 | 7 | -2 | 100 | 9 | -11 | -1 | -10
c1ccc(C2CC(c3cccs3)Nc3nnnn32)cc1 (stereo not given) | 98 | 11 | -5 | 0 | 100 | 0 | -9 | -1 | -10
Cc1[nH]c2ccc(Br)cc2c(=O)c1CN1CCOCC1 | 99 | -7 | 4 | -3 | 97 | 4 | 0 | 3 | -23
COc1ccc2c(C)cc(C)nc2n1 | 108 | 25 | 8 | -5 | 108 | -4 | -3 | -3 | 6
NC(=O)COC(=O)c1ccccc1SCC(=O)NC1CCCCCC1 | 107 | -1 | -1 | -8 | 111 | 4 | -23 | 11 | 16
Cc1nc2ccc(S(=O)(=O)NCC(=O)NCc3ccc(Cl)cc3)cc2s1 | 98 | 8 | -1 | -3 | 95 | 3 | -3 | 3 | -3

Screening data as filed in PubChem BioAssay.
